OX1R FRET antag: OX1R (human) antagonism; inhibition, % at 6.6 µM; AID 485270; OX1R-expressing cells, FRET antagonist read-out; O43613; actives 1.8% (n = 330,000); in the data active means inhibition mostly above about 38%, no sharp cut-off; inactive means mostly below about 40%;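 further: 0% = agonist challenge alone and 100% = reference antagonist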
Target sequence (O43613 whole entry, looked up): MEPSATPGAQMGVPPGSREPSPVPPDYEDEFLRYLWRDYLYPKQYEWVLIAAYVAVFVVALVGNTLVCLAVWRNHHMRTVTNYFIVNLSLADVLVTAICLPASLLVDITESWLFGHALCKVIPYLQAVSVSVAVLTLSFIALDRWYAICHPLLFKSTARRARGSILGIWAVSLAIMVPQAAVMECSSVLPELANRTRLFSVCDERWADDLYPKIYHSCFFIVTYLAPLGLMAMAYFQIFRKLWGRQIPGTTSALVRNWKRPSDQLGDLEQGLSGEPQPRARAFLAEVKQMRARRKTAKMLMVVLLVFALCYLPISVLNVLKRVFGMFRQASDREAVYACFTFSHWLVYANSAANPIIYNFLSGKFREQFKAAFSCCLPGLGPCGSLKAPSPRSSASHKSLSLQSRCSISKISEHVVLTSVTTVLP
KCNQ2 inh: KCNQ2 potassium channel inhibitors, primary screen, cell-based, CHO-K1, FluxOR thallium flux, B-score (AID 2156). actives 1.1% (n = 310,000). O88943. B-score at 10 µM. 20 min; stronger effect = lower value;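 active means fluorescence ratio B-score at most minus 3 library SDs, with starting brightness B-score within 2 library SDs, cut at about -5.5 in these data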
STK33 kinase inh: human STK33 kinase inhibition; Q9BYT3; purified STK33, MBP phosphorylation, ADP-Glo luminescence; inhibition, % at 10 µM; actives 0.073% (n = 320,000); AID 2661;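 active means inhibition at or above 25%, using the most active replicate where run in duplicate; inactive means inhibition below 25%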
Target sequence (Q9BYT3 whole entry, looked up): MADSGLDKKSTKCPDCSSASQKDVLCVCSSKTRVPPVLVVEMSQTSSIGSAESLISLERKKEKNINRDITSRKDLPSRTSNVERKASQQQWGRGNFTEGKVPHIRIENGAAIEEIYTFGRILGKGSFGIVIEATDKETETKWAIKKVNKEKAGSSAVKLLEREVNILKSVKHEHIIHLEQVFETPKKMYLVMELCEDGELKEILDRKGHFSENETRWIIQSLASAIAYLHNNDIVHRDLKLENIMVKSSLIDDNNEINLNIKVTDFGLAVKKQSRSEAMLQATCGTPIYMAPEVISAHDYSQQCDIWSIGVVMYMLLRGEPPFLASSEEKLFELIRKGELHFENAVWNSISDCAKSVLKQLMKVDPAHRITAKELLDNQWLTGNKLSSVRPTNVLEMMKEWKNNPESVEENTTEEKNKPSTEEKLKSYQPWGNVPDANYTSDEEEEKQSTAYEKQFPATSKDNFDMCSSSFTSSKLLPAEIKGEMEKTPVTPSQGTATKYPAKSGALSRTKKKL
The depositor's hits bear a star; i = inactive; . = no result given.

Below each SMILES: OX1R FRET antag	KCNQ2 inh	STK33 kinase inh
- O=C(NCC(=O)N(c1ccccc1)C(C(=O)NC1CCCCC1)c1cccnc1)c1cccs1 (stereo not given)
    13	i	-0.6
- Cc1cc(S(=O)(=O)N(Cc2ccc(F)cc2)CC2CCCO2)ccc1-n1cnnn1 (stereo not given)
    8	i	-2.1
- O=C(OCC(=O)N1CCCC1)c1ccco1
    5	i	-1.1
- COc1ccccc1NS(=O)(=O)c1cccc(C(=O)N/N=C(\C)c2ccc(-n3ccnc3)cc2)c1
    16	i	1.3
- C=CCNC(=S)Nc1ccc2cn[nH]c2c1
    13	i	24
- O=C(NCCc1ccccc1)C(c1cccs1)N(C(=O)CCl)c1ccc(Cl)cc1 (stereo not given)
    39	i	0.7
- O=C(N=Nc1c(O)[nH]c2ccc(Br)cc12)c1ccccc1-n1cccc1
    21	i	-0.8
- Cc1[nH]n(-c2nc(-c3ccccc3)cc(=O)[nH]2)c(=O)c1CCO
    36	i	0.0
- COc1ccc(C)cc1NC(=O)c1ccc2c(=O)n3c(nc2c1)CCCCC3
    5	i	0.3
- CCc1nnc(SCC(=O)Nc2ccc3c(c2)OCO3)n1CC
    3	i	-0.3
- CCC(C)[C@H](NC(=O)NCc1cccs1)C(=O)O (stereo not given in full)
    7	i	-0.9
- CNC(=O)N(O)C1N(/N=C/c2ccc(C)cc2)C(=S)SC1(C)C (stereo not given)
    -2	i	-1.2
- CCCSc1cc(N2CCOCC2)nc(-c2ccccc2Cl)n1
    11	i	0.0
- O=C1/C(=C/c2cccnc2)SC(=S)N1c1ccccc1
    9	i	-1.9
- CCCCn1c(N)c(N(CCOC)C(=O)c2cc(-c3ccncc3)nc3ccccc23)c(=O)[nH]c1=O
    12	i	-0.3
- O=C(CSc1nnc(NC(=O)c2ccccc2[N+](=O)[O-])s1)NCC1CCCO1 (stereo not given)
    20	i	-2.9
- O=C(Cn1ccc([N+](=O)[O-])n1)NCc1ccco1
    20	i	-2.2
- COc1ccc(C2CC(O)(c3ccccc3)Oc3c(C)ccc(C)c32)cc1 (stereo not given)
    31	i	0.7
- CCOC(=O)Cc1nnc2c(Nc3ccc(C)cc3)nc3nonc3n12
    43	i	0.0
- CC(C)NC(=O)COC(=O)c1cc(F)c(F)cc1Cl
    13	i	-1.3
- CC(=O)OCC(=O)Nc1ccc(C(C)=O)cc1
    5	i	-0.9
- CCOC(=O)C1CCCN(C/C(O)=C(\C#N)c2nc(-c3ccccc3)cs2)C1 (stereo not given)
    15	i	-0.1
- O=C(CNc1ccc(Br)cc1)Nc1ccc(S(=O)(=O)N2CCCC2)cc1
    -6	.	0.1
- Cc1ccc[n+](CC(=O)c2cc3ccccc3oc2=O)c1
    30	i	1.8
- COc1cc(-c2nnc(-c3cccnc3)o2)cc(OC)c1OC
    9	i	-1.7
- CCOC(=O)c1cn(Cc2ccc(Cl)cc2Cl)c2cc(C)nn2c1=O
    6	i	-1.7
- CCOC(=O)C1CCN(C(=O)Cc2ccc(-c3ccccc3)cc2)CC1
    4	i	-1.2
- COc1ccc(NC(=O)CSc2nccn2Cc2ccco2)cc1OC
    1	i	-1.7
- COCCn1cc(C(=S)N2CCCCC2)c2ccccc21
    8	i	-1.6
- CC(C)CN(C(=O)CSc1nncs1)c1c(N)n(CC(C)C)c(=O)[nH]c1=O
    10	i	-1.1
- CCOc1ccc(CNC2CCCc3ccccc32)cc1 (stereo not given)
    -1	i	-1.8
- CCN1C(=O)[C@H]2[C@@H](c3ccc(-c4ccccc4)c(OC)c3)N[C@@](Cc3ccccc3)(C(=O)OC)[C@H]2C1=O
    21	i	-1.1
- O=C(CSc1nc2ccccc2c(=O)n1CC1CCCO1)NCc1ccc2c(c1)OCO2 (stereo not given)
    44	i	-0.9
- O=C(NCCCn1ccnc1)/C(=C\c1cccs1)NC(=O)c1ccccc1
    20	i	1.1
- O=C(Cc1ccccc1)Nc1ccccc1CO
    12	.	-2.9
- CCOc1cc(NS(C)(=O)=O)c(OCC)cc1NC(=O)c1cccs1
    14	i	1.7
- CN1CCC(C2(O)c3ccccc3CSc3sccc32)CC1 (stereo not given)
    -6	.	-1.3
- O=C(Cn1c(CN2CCCCC2)nc2ccccc2c1=O)NCc1ccco1
    10	i	-0.9
- COc1cccc(-c2nn(-c3ccccc3)cc2/C=C(/NC(=O)c2ccccc2)C(=O)O)c1
    1	i	-1.9
- Nc1c(C(=O)c2ccc(Br)cc2)oc2ccccc12
    27	i	2.6
- COc1ccc(S(=O)(=O)NCC(=O)N(Cc2ccco2)C(C(=O)NC(C)(C)C)C(C)C)cc1 (stereo not given)
    25	i	-0.7
- CC(C)(CNC(=O)c1sc2cc(F)ccc2c1Cl)N1CCOCC1
    1	i	0.2
- Cc1[nH]c2ccccc2c1C(=O)COC(=O)c1cccc(S(=O)(=O)N2CCCCC2)c1
    -5	i	-1.2
- CCN(CC)S(=O)(=O)c1ccc(Cl)c(NC(=O)c2cc(Cl)ccc2Cl)c1
    17	i	-2.1
- COc1ccc(S(=O)(=O)CCC(=O)Nc2c(C)n(C)n(-c3ccccc3)c2=O)cc1
    8	.	-0.4
- CCn1c(-c2ccccc2)csc1=Nc1ccc(S(=O)(=O)O)cc1
    8	i	2.5
- O=c1c2ccccc2nnn1Cc1ccccc1Cl
    18	i	-0.3
- CCCn1ncc(C(=O)NC2CCCN(Cc3ccc(Cl)cc3)C2)c1C (stereo not given)
    7	i	-0.9
- N/C(=N\OC(=O)CCC1CCCCC1)c1ccccn1
    8	i	2.4
- COc1ccc(CCNC(=O)C2CCN(Cc3nc(-c4ccccc4C)oc3C)CC2)cc1OC
    11	i	-0.6

Later entries.
Below each SMILES: OX1R FRET antag	KCNQ2 inh	STK33 kinase inh
- CCC(c1nnc(SCc2nc3ccccc3s2)n1Cc1ccccc1)N(C)C (stereo not given)
    13	-6.3*	-0.5
- C=CCNC(=O)CSc1nc2ccccc2c(=O)n1CCc1ccc(OC)c(OC)c1
    .	i	-1.0
- C=CCC[C@@H](Cc1ccc(F)cc1)C(=O)OC[C@@H](C)NC(=O)[C@H](CC=C)CC(=O)N(CCO)Cc1ccccc1
    7	.	-0.2
- CN(C)S(=O)(=O)c1cccc(NC(=O)c2ccc(OC(F)(F)F)cc2)c1
    17	i	-0.6
- CCNC(=O)c1cc(Cl)ccc1OC
    4	i	-1.3
- CC(=O)c1ccc(N2CCCCC2)c(F)c1
    11	i	-1.3
- O=C(Nc1ccc(S(=O)(=O)N2CCOCC2)cc1)c1ccc(Cl)cc1Cl
    14	i	-1.9
- CCOc1ccc2nc(N(CCN(C)C)C(=O)c3ccc4ccccc4c3)sc2c1
    8	i	-2.0
- O=C(COC(=O)C1COc2ccccc2O1)NC1CCCCC1 (stereo not given)
    3	.	-1.0
- CN1CCN(S(=O)(=O)c2ccc(SCCOc3ccc(Cl)cc3)nc2)CC1
    1	.	1.2
- Cc1ccc2[nH]c(=O)c(CN(Cc3ccco3)C(=O)N3CCOCC3)cc2c1
    19	i	0.0
- COc1ccc(N2C(=O)CC(NNc3nc4ccccc4s3)C2=O)cc1 (stereo not given)
    13	i	0.0
- CC(C)c1ccc(/C=C(/C#N)c2nnc(NC(=O)c3ccccc3)s2)cc1
    8	i	0.2
- O=C(OCC(=O)N1CCCc2ccccc21)c1ccccc1OC(F)F
    11	.	-0.6
- O=C(Nc1ccc(F)c([N+](=O)[O-])c1)C(=O)c1c(O)[nH]c2ccccc12
    40	i	-0.8
- c1ccc2oc(NC3=NCN(C4CCCCC4)CN3)nc2c1
    -2	i	-1.6
- CCc1ccccc1NC(=O)CCS(=O)(=O)c1ccc(Br)cc1
    -7	i	-0.3
- Cc1cc(C)c2c(N)c(C(=O)N3CCc4ccccc4C3)sc2n1
    16	-7.7*	-0.7
- O=C(CN(Cc1ccco1)C(=O)Cn1nnc(-c2ccc(F)cc2)n1)NC1CCCC1
    15	i	-0.8
- Nc1nc(NCC2CCCO2)nc(Nc2ccccc2F)c1[N+](=O)[O-] (stereo not given)
    6	i	10
- COc1ccc(CN2C(=O)c3cccnc3C2=O)cc1S(=O)(=O)N(C)c1ccc(C)cc1
    15	i	-0.3
- Cn1c(=O)n(Cc2ccc(Cl)cc2)c2ccccc21
    17	i	-4.6
- Cc1cc2c(cc1S(=O)(=O)N1CCN(c3cccc(C(F)(F)F)c3)CC1)OCC(=O)N2
    15	i	.
- Cc1cc(C)c(NC(=O)c2cn3c4c(c(N5CCN(C)CC5)c(F)cc4c2=O)OCC3C)c(C)c1 (stereo not given)
    15	i	.
- COc1cccc(C(=O)NC(=O)Nc2cc(C)[nH]n2)c1
    12	i	0.0
- CC(=O)NS(=O)(=O)c1ccc(NC(=O)COc2cccc3c2OC(C)(C)C3)cc1
    -2	i	.
- COc1cccc(CN2CCN(C(=O)C3CCC(=O)N(C4CCCC4)C3)CC2)c1 (stereo not given)
    19	i	-0.2
- O=C1C2C3C=CC(C4CC34)C2C(=O)N1Cc1ccccc1 (stereo not given)
    8	i	4.9
- CCOc1ccc(NC(=O)COc2ccc(C(=O)NCc3cccnc3)cc2OC)cc1
    11	i	.
- CCn1c(CC(=O)Nc2ccc(C)cc2)nnc1SCC(=O)N1CCN(c2ccccc2)CC1
    11	i	0.1
- CC(CC(=O)OCC(=O)Nc1ccc2[nH]c(=O)[nH]c2c1)c1ccccc1 (stereo not given)
    6	.	2.6
- CCOC(=O)Cc1csc(Nc2ccc(Cl)cc2)n1
    17	i	0.1
- COc1cccc(CN(C(=O)c2cc3ccccc3oc2=O)C2CCS(=O)(=O)C2)c1 (stereo not given)
    13	i	1.0
- Cc1ccc(C)c(NC(=S)NCC(c2ccccc2)N(C)C)c1 (stereo not given)
    11	i	-1.3
- COc1ccc(CC(=O)n2nc(-c3ccccc3)nc2NCc2ccco2)cc1
    14	i	-0.4
- O=C(c1ccco1)N1CCN(CCCCN2C(=O)c3ccccc3C2=O)CC1
    10	i	0.5
- CCOc1ccc(NC(=O)CN(C)C(=O)C(C)N2C(=O)c3ccccc3C2=O)cc1OCC (stereo not given)
    -1	.	-1.2
- C#CCNC(=O)C1=C[C@H](C2CCCCC2)C[C@H](OCc2ccc(CO)cc2)O1
    12	i	-0.9
- CN(C)c1ccc(S(=O)(=O)NCC(=O)NCCOc2ccccc2F)cc1[N+](=O)[O-]
    14	i	-0.8
- CN=c1scc(-c2ccccc2Br)n1/N=C/c1ccc[nH]1
    22	i	0.6

Next part, starting with the last 6 of the part before.
Below each SMILES: OX1R FRET antag	KCNQ2 inh	STK33 kinase inh
- COc1ccc(CC(=O)n2nc(-c3ccccc3)nc2NCc2ccco2)cc1
    14	i	-0.4
- O=C(c1ccco1)N1CCN(CCCCN2C(=O)c3ccccc3C2=O)CC1
    10	i	0.5
- CCOc1ccc(NC(=O)CN(C)C(=O)C(C)N2C(=O)c3ccccc3C2=O)cc1OCC (stereo not given)
    -1	.	-1.2
- C#CCNC(=O)C1=C[C@H](C2CCCCC2)C[C@H](OCc2ccc(CO)cc2)O1
    12	i	-0.9
- CN(C)c1ccc(S(=O)(=O)NCC(=O)NCCOc2ccccc2F)cc1[N+](=O)[O-]
    14	i	-0.8
- CN=c1scc(-c2ccccc2Br)n1/N=C/c1ccc[nH]1
    22	i	0.6
- Cc1cc2nc(C3CCCN(C(=O)NCc4ccccc4)C3)[nH]c2cc1C (stereo not given)
    61*	i	0.1
- Cc1ccc(C)c(C(=O)CSc2n[nH]c(C(C)C)n2)c1
    17	i	-0.9
- CCOc1ccc(C(=O)CC(NCc2cccs2)C(=O)O)cc1 (stereo not given)
    10	i	-0.9
- COc1ccc(N(C)C(=O)Cc2c(C(=O)O)n(C)c3ccccc23)cc1
    -4	i	-1.2
- O=c1[nH]c(Cn2nnc(-c3ccccc3)n2)nc2scc(-c3ccccc3)c12
    20	i	-1.2
- Cc1cc(OCC(=O)N(Cc2ccco2)c2c(N)n(Cc3ccccc3)c(=O)[nH]c2=O)ccc1Cl
    25	.	-1.5
- Cc1cc(C)nc(NS(=O)(=O)c2ccc(NC(=S)NC(=O)C(C)C)cc2)n1
    10	i	-2.8
- CCOc1ccc(C(c2c(O)nc(SC)[nH]c2=O)c2c(O)nc(SC)[nH]c2=O)cc1
    7	i	-0.5
- CN1C2C=C3C(C#N)=C(N)C(C#N)(C#N)[C@@H](c4cccc(F)c4)[C@@H]3C1CC2 (stereo not given in full)
    10	i	-1.3
- Cc1ccc(OCCNC(=O)c2cc(=O)[nH]c3ccccc23)cc1
    7	i	-1.3
- O=C1/C(=C/c2ccc(F)cc2)CCC1C1CCCC1 (stereo not given)
    18	i	-0.3
- CCCCCCNC(=O)Cc1nc2nc(C)cc(C)n2n1
    16	i	-0.7
- CC(NC(=O)C(=O)NCC1CCCO1)c1ccccc1 (stereo not given)
    10	i	-0.8
- Cn1cccc1/C=N/NC(=O)c1cccc(OC(F)(F)C(F)F)c1
    16	i	-1.5
- CCOc1cc(C(=O)NCc2ccccc2)ccc1OCC(=O)N1CCCCC1
    -3	.	-0.9
- Cn1c(=O)n(C)c2cc(NS(C)(=O)=O)ccc21
    23	i	0.6
- Cc1cccc(NCc2ccc([N+](=O)[O-])s2)c1
    19	i	-0.5
- COc1ccc(S(=O)(=O)CCC(=O)N2CCN(c3cccc(Cl)c3)CC2)cc1
    37	i	-3.8
- CNCc1ccccc1OCC(=O)Nc1ccccc1OC
    19	i	-0.3
- Cc1cc(Cl)cc(Br)c1OCCCN1C(=O)NC(C)(C)C1=O
    12	i	-1.2
- CCCOc1ccc(N2C(=O)CC(N3CCN(c4nc5ccccc5s4)CC3)C2=O)cc1 (stereo not given)
    16	i	-0.7
- CC(C)(C)c1ccc(OCC(O)CN2CCN(C(=O)c3ccccc3)CC2)cc1 (stereo not given)
    5	i	-0.1

Source: PubChem (several laboratories)
